# CHOP UPR activ: apoptotic UPR (CHOP) activation; CHO-CHOP luciferase reporter, luminescence; percent of tunicamycin response over DMSO baseline; activation, % at 10 µM; hit rate 0.34% among 330,000; AID 449763;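 active means at 10 µM dose, activation of 40% or more, normalized to positive control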;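 further: 100% = tunicamycin at 10 µg/mL and 0% = DMSO alone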
#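 measured by = luciferase luminescence | assay system = CHO-CHOP cells, stable luciferase reporter of PERK-eIF2a-CHOP signalling | amount = 500 reporter cells seeded per well | timing = 6 h compound exposure at 37 °C after overnight seeding | controls = positive tunicamycin 10 µg/mL, negative DMSO alone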
# XBP1 UPR activ: activators of adaptive arm of unfolded protein response (XBP1) | CHO-XBP1 luciferase reporter, IRE1-XBP1 UPR activation, luminescence; percent of tunicamycin response, DMSO as zero | activation, % at 20 µM | hit rate 0.33% among 330,000 | AID 463104;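 active means versus positive control, 20 µM dose yields 30% or more activation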;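 further: 100% = tunicamycin at 10 µg/mL and 0% = DMSO only wells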
#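 Material: IRE1-XBP1 luciferase reporter CHO line / Quantity: one thousand reporter cells per well / Buffer or medium: F12 with 10% serum / Compound: 20 µM single concentration, DMSO 1% / Times: 6 h treatment, 37 °C / Detection: Steady-Glo luciferase glow luminescence, 10 min after reagent addition / Benchmarks: tunicamycin high, DMSO low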
# Mdm2-MdmX inh: inhibitors of human Mdm2/MdmX interaction. inhibition, % at 8 µM. AID 485346. hit rate 3% among 330,000. O15151+Q00987. SaOS-2 split-luciferase Mdm2/MdmX complementation, luminescence;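 active means inhibition of at least 50% at 8 µM in the primary screen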
# Target sequence (O15151 whole entry, looked up): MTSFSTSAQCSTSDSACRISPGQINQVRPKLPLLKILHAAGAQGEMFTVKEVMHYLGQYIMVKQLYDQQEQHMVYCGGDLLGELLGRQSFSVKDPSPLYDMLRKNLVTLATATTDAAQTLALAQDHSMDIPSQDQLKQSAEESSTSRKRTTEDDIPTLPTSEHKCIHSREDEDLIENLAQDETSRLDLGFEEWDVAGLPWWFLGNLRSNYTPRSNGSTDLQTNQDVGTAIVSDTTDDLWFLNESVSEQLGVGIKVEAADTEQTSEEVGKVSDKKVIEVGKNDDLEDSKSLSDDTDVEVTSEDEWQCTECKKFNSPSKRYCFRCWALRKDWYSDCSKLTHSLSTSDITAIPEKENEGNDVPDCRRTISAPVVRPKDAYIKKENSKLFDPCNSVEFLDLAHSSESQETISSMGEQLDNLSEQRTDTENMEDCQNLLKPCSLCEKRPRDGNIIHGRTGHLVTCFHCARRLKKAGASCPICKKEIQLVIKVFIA
# Target sequence (Q00987 whole entry, looked up): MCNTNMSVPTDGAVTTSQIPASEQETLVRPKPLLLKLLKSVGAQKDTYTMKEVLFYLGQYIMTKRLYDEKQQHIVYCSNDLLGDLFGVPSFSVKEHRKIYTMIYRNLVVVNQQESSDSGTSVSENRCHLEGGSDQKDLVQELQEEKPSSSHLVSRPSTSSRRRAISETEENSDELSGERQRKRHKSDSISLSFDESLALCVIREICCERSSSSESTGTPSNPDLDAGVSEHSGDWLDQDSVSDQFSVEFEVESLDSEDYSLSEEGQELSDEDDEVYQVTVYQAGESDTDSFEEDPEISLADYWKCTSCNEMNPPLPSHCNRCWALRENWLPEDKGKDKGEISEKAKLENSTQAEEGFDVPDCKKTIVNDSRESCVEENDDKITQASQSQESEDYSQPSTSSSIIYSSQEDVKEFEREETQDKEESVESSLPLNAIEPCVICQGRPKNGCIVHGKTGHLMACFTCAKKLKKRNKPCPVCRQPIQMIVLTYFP
# 697 NFkB inh: inhibitors of the PMA/ionomycin-induced NF-kB reporter in 697 B cells; 697 B-cell NF-kB luciferase reporter, 16 h; inhibition, % at 4 µM; hit rate 0.33% among 330,000; in the data active means inhibition above about 35%
# Gli-Sufu antag: blocks Gli-Sufu signaling in a luciferase reporter | Sufu-KO-LIGHT fibroblasts, Gli luciferase reporter luminescence | inhibition, % at 5 µM | hit rate 0.74% among 340,000 | AID 588413;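 active means inhibition above about 55%, limit read from the data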;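 further: 0% = DMSO-treated cells and 100% = wells with medium but no cells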
# EBI2 antag: blocks human EBI2 receptor beta-arrestin signaling; inhibition, % at 5 µM; EBI2 beta-arrestin recruitment, luminescence, 7a,25-OHC stimulated; AID 651636; P32249; hit rate 0.81% among 360,000; in the data active means inhibition above about 38%;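 further: enzyme fragment complementation signal reports receptor beta-arrestin coupling in cells; 0% = agonist plus DMSO wells and 100% = wells without agonist; some results beyond the cut were filed as inactive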
# Jurkat NFkB inh: lowers PMA/ionomycin-induced NF-kB signal in Jurkat cells. PMA/ionomycin-induced NF-kB luciferase reporter, luminescence. inhibition, % at 4 µM. hit rate 0.53% among 330,000. AID 435003; in the data active means inhibition above about 50%
# CCR6 antag: CCR6 (human) receptor antagonism. P51684. CHO-K1 CCR6 PathHunter beta-arrestin, luminescence, CCL20-stimulated. inhibition, % at 20 µM. hit rate 0.49% among 340,000. AID 493098;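 active means compounds whose inhibition of the agonist-driven luminescence signal at 20 µM reaches about 50%, limit read from the data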;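 further: cells stimulated with CCL20 at 14 nM final; plate controls were DMSO with CCL20 for no effect and DMSO without agonist for full effect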
# CXCR6 block: CXCR6 (human) receptor inhibition. CHO-K1 PathHunter CXCR6 beta-arrestin, luminescence. inhibition, % at 20 µM. hit rate 0.36% among 360,000. AID 602244; in the data active means inhibition above about 34%, passing the limit was not always enough;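 further: antagonist mode with CXCL16 agonist at 10 nM final; 0% = 10 nM CXCL16 with DMSO and 100% = unstimulated wells without agonist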
# * = called active by the depositor; x = no result given.
# Values run as follows: CHOP UPR activ	XBP1 UPR activ	Mdm2-MdmX inh	697 NFkB inh	Gli-Sufu antag	EBI2 antag	Jurkat NFkB inh	CCR6 antag	CXCR6 block
> CC1CN(C(=O)COC(=O)c2cc(=O)c3ccccc3o2)CC(C)O1 (stereo unspecified)
 : -2.9	1	6	13	-12	-7	-13	17	-5
> CCCSc1cc(N)cc([N+](=O)[O-])c1
 : 0.5	-3	6	-13	-7	-6	-22	11	9
> O=C(NN1C(=O)C2CCCCC2C1=O)c1ccco1 (stereo unspecified)
 : 0.2	-2	9	-3	-3	-14	-6	3	-4
> COc1cccc(NC(=O)C2CCN(C(=O)NC3CCCCC3)CC2)c1
 : 0.0	-1	-19	2	-23	-3	7	1	-3
> COc1ccc(NC(=O)c2cccc(S(=O)(=O)N3CCOCC3)c2)cc1
 : -3.2	1	8	8	-3	17	1	7	-3
> CC(=O)Nc1ccc(-n2nnnc2SCC(=O)NCc2cccs2)cc1
 : -1.3	-5	9	12	-7	11	4	6	-5
> CCOC(=O)COc1c(Br)cc(C2NC(=O)NC(C)=C2C(C)=O)cc1OC (stereo unspecified)
 : 0.2	1	-16	-1	-4	-5	-2	1	-6
> COc1ccc(/C=N/N=C2/NC(=O)CC(C(=O)O)S2)cc1 (stereo unspecified)
 : 2.2	-3	0	10	4	-7	1	-6	4
> Cc1cc(C)c2c(n1)sc1c(N3CCCCC3)ncnc12
 : 2.0	15	5	-15	-14	11	3	4	2
> COc1cccc(NC(=O)N2CCC(NC(=O)C(Cc3ccccc3OC)NC(C)=O)CC2)c1 (stereo unspecified)
 : 2.1	5	3	7	-16	-5	12	-4	5
> O=C(CC1C(=O)NCCN1Cc1ccc(F)c(F)c1)NCCn1cccn1 (stereo unspecified)
 : 1.7	-1	18	-2	-6	1	-1	-9	-3
> CC(C)c1ccc(Nc2c([N+](=O)[O-])c(=O)n(C)c3ccccc23)cc1
 : -2.5	-2	37	-2	7	-1	17	23	15
> CSc1ccc(Cn2nnc(C(=O)Nc3ccc(C)c(C)c3)c2N)cc1
 : 2.4	-1	12	-12	-69	3	-47	5	-9
> O=C(NC1CCCCC1)c1ccc(Cn2cc(Cl)cn2)cc1
 : 2.5	0	-2	-2	3	-11	13	-12	1
> COCCNC(=S)Nc1ccc2nc(N3CCN(C)CC3)cc(C)c2c1
 : -1.9	-2	-4	-37	26	3	-22	0	-3
> O=C(CCc1ccccc1)NCCCN1CCOCC1
 : -0.2	-1	13	0	-8	5	-1	4	3
> CCCC1=C(C(=O)OCC)C(c2ccc(F)cc2)n2ncnc2N1 (stereo unspecified)
 : -1.1	-3	7	-68	6	2	-23	16	5
> CCOC(=O)c1sc(NS(=O)(=O)c2ccc(C)cc2)nc1C
 : 0.8	1	-13	-4	5	-3	-19	-2	-11
> COCC1CCCN(C(=O)c2cc(COc3cncc(Cl)c3)on2)C1 (stereo unspecified)
 : 3.2	1	-31	-44	-3	9	-10	-6	-1
> Cc1nn(-c2ccccc2)c(C)c1/C=N/NC(=O)CSc1nnc(SCc2ccc(Cl)cc2)s1
 : 6.1	3	-2	-15	-9	27	-3	9	-3
> CCC1CCCCN1C(=O)COc1ccc(S(=O)(=O)N2CCOCC2)cc1Cl (stereo unspecified)
 : -1.5	0	8	34	0	-4	-6	18	-1
> COc1ccc(NC(=O)CC2(CC(=O)O)CCCC2)cc1
 : 0.5	-3	5	4	-11	-5	-2	5	2
> COc1ccc(-c2noc(CN(C)S(=O)(=O)c3ccc(Cl)cc3)n2)cc1OC
 : 1.2	-1	6	-11	5	2	-3	1	-7
> Cc1cc(-c2cc(-c3ccc(Cl)cc3)on2)nc(NC2CCCC2)n1
 : 1.7	-1	11	10	11	12	-2	7	-6
> COc1cccc(N2CCN(C(=O)c3ccc(CS(=O)Cc4ccc(Cl)cc4)o3)CC2)c1 (stereo unspecified)
 : -0.1	-3	13	-3	4	12	10	2	-5
> CN(C)c1ccc(/C=c2\sc3n(c2=O)CCCN=3)cc1
 : -5.5	-8	35	-147	-37	-10	-102	19	3
> CCOc1ccc(C2c3[nH]c4ccccc4c3C[C@H]3C(=O)N(C4CC4)CC(=O)N23)cc1OC (stereo partly specified)
 : 1.0	-8	-12	-8	13	14	-29	4	-8
> Cc1cc(C(=O)CCC(=O)N2CCN(c3ccccc3F)CC2)c(C)s1
 : 1.4	-1	8	4	-3	4	9	17	4
> Nc1nc(-c2cc(Cl)cc(Cl)c2OC(F)F)cs1
 : -2.3	2	-3	-9	-5	30	3	13	2
> Cc1ccnc(NS(=O)(=O)c2ccc(NC(=O)Cc3ccc(Br)cc3)cc2)n1
 : 1.1	-2	17	-3	1	-19	6	7	5

# (cont.)
# Values run as follows: CHOP UPR activ	XBP1 UPR activ	Mdm2-MdmX inh	697 NFkB inh	Gli-Sufu antag	EBI2 antag	Jurkat NFkB inh	CCR6 antag	CXCR6 block
> CN(C)c1ccc(/C=N/n2ncc3ccccc32)cc1
 : -0.7	-7	-174	-159	-67	16	-174	6	-12
> O=C(c1ccc(=O)[nH]n1)N1CCc2ccccc2C1
 : -0.4	-1	4	15	-2	-3	4	4	9
> COc1ccccc1CNC(=O)C1CCC(=O)N(CCCc2ccccc2)C1 (stereo unspecified)
 : 0.5	-3	21	2	4	4	9	12	0
> Cc1ccc(NC2OC(C(O)CO)C(O)C2O)cc1[N+](=O)[O-] (stereo unspecified)
 : 0.4	-6	12	26	1	-3	8	9	-3
> CC(C)C(NC(=O)c1c(F)cccc1F)C(=O)OCN1C(=O)c2ccccc2C1=O (stereo unspecified)
 : -0.3	2	0	7	-5	4	20	0	-7
> COCCNC(=O)C(C)N1c2cccc3cccc(c23)S1(=O)=O (stereo unspecified)
 : 0.1	0	-27	-43	5	-6	-24	-1	-11
> CC[C@]12c3[nH]c4cc(CCC(=O)N(C)C)ccc4c3CCN1C(=O)[C@@H](CC(=O)NCC13CC4CC(CC(C4)C1)C3)C[C@@H]2C(=O)N1CCN(C(=O)c2ccco2)CC1
 : 1.4	0	50*	24	17	-4	x	13	8
> CC(C)(C)C1=Nn2c(nnc2-c2ccccn2)SC1
 : 0.5	1	-6	-2	3	-3	-9	4	10
> O=C(NCc1ccccc1)c1ccc(Cn2cc(C(F)(F)F)ccc2=O)cc1
 : -1.5	-1	-8	9	5	2	1	-2	7
> CCC(C)[C@H](NC(=O)NCCCN1CCOCC1)C(=O)OC (stereo partly specified)
 : 0.3	-2	-4	11	x	-7	9	-16	2
> CCCN1CCCc2cc(CN(CCCN3CCOCC3)C(=O)Nc3ccc(OCC)cc3)ccc21
 : -0.1	-3	43	5	2	8	11	14	20
> CC1CCCCC1NC(=O)COC(=O)CNC(=O)c1cccc(F)c1 (stereo unspecified)
 : 0.6	-1	-14	17	4	-5	-2	10	0
> CN(CC1CCCO1)S(=O)(=O)c1ccc(C(=O)Nc2nnc(-c3ccccc3)o2)cc1 (stereo unspecified)
 : 4.9	-7	24	-21	-1	-4	11	8	1
> COc1ccccc1NC(=O)c1ccc(NS(C)(=O)=O)cc1
 : -0.5	-3	5	-2	6	-5	-4	6	6
> CNC(=O)N(O)C1N(/N=C/c2ccccc2OC)C(=S)SC1(C)C (stereo unspecified)
 : 1.9	7	23	7	0	1	-16	4	-2
> Cc1noc(C)c1S(=O)(=O)N(C)C[C@H]1Oc2ccc(NS(=O)(=O)c3cn(C)cn3)cc2C(=O)N([C@H](C)CO)C[C@@H]1C
 : 0.7	-1	1	-3	-7	-3	0	3	-8
> CCNC(=O)COn1c(SCC(=O)NCC)nc2ccccc2c1=O
 : 1.2	1	-32	7	4	5	0	11	-10
> CSc1n[nH]c(-c2ccc(C(F)(F)F)cc2)n1
 : 7.6	3	13	-16	-10	8	-1	-4	-13
> Cc1cc(C)nc(SCc2n[nH]c(=S)n2C)n1
 : 1.1	-3	30	-9	2	-12	9	-2	6
> COc1cc2oc(=O)c3c(c2cc1OCC(=O)c1c(C)n(C)c2ccccc12)CCCC3
 : -2.4	-2	-5	1	-1	-5	23	15	4
> CCOCCCNC(=O)C1(O)c2cc(Br)ccc2NC(=O)N1c1cccc(OC)c1 (stereo unspecified)
 : -0.1	0	5	2	7	0	-13	-6	-8
> CC(=O)N1CCN(Cc2nc3cc(NC(=O)Nc4ccccc4)ccc3n2C)CC1
 : -0.5	-1	-5	-1	-8	-6	-18	2	8
> CN1CCC(=NNC(=O)CN(c2cccc(Cl)c2)S(C)(=O)=O)CC1
 : 3.4	-2	5	-1	-9	-3	4	0	-7
> CC(OC(=O)Cc1n[nH]c(=O)c2ccccc12)C(=O)Nc1ccccc1[N+](=O)[O-] (stereo unspecified)
 : -0.8	1	1	-3	-2	6	8	4	-4
> COCCn1c(SCC(=O)NNC(=O)c2cc(Cl)ccc2OC)nnc1-c1ccncc1
 : 0.7	-4	-3	19	6	-7	2	1	8
> CCOC(=O)C1=C(c2ccccc2)Nc2ncnn2C1c1cccc(OC)c1OC (stereo unspecified)
 : -0.1	-3	4	-15	1	-7	-5	-3	-1
> CCN(CC)S(=O)(=O)c1ccc(/C=C/C(=O)OCC(=O)N(C(C)C)C(C)C)cc1
 : -1.8	-3	15	-12	-1	4	-8	15	-1
> Nc1nnc(SCc2ccc3c(c2)OCO3)s1
 : 0.7	0	-27	-27	-26	-8	-25	2	-8
> COc1ccccc1N(CN1CCCC1=O)C(=O)c1c(F)cccc1Cl
 : -0.3	0	1	17	0	-4	7	11	11
> COC(=O)C1C2CC3c4[nH]c5cc(OC)ccc5c4CCN3CC2CC(O)C1OC (stereo unspecified)
 : x	x	x	x	1	2	x	10	2

# Complete entries, looked up by structure:
# Cc1ccc(NC2OC(C(O)CO)C(O)C2O)cc1[N+](=O)[O-] (stereo unspecified) across the screens: CHOP UPR activ: 0.4; XBP1 UPR activ: -6; Mdm2-MdmX inh: 12; 697 NFkB inh: 26; Gli-Sufu antag: 1; EBI2 antag: -3; Jurkat NFkB inh: 8; CCR6 antag: 9; CXCR6 block: -3
# CC(OC(=O)Cc1n[nH]c(=O)c2ccccc12)C(=O)Nc1ccccc1[N+](=O)[O-] (stereo unspecified) across the screens: CHOP UPR activ: -0.8; XBP1 UPR activ: 1; Mdm2-MdmX inh: 1; 697 NFkB inh: -3; Gli-Sufu antag: -2; EBI2 antag: 6; Jurkat NFkB inh: 8; CCR6 antag: 4; CXCR6 block: -4

# Remaining list, next part.
# Values run as follows: CHOP UPR activ	XBP1 UPR activ	Mdm2-MdmX inh	697 NFkB inh	Gli-Sufu antag	EBI2 antag	Jurkat NFkB inh	CCR6 antag	CXCR6 block
> COc1ccc(Nc2nc(=O)c3cc([N+](=O)[O-])ccc3s2)cc1
 : x	x	x	x	0	-3	x	14	4
> Cc1cc(C(=O)COC(=O)c2ccncc2)c(C)n1CCc1ccc(F)cc1
 : 1.2	1	-6	9	4	4	-4	12	-1
> N#CC1=C(N)C(C#N)(C#N)C(c2ccncc2)C2CN(C(=O)OCc3ccccc3)CC=C12 (stereo unspecified)
 : 11	10	7	5	0	14	3	56*	23
> CCOc1ccc(NC2=NCC(=O)N2CCc2ccccc2)cc1
 : 0.2	-4	-39	-5	1	-7	-3	7	1
> Cc1cc(C)n(-c2ccc(C(=O)C(C#N)c3nc4ccccc4n3C)cc2)n1 (stereo unspecified)
 : 1.1	3	23	-14	-12	-2	-7	-4	9
> Cc1cc(C)cc(OCC(=O)N(C)CC(=O)Nc2ccc(Cl)c(C(F)(F)F)c2)c1
 : -1.1	-3	13	-4	-4	3	-7	16	5
> COc1ccc2[nH]c(=O)c(C(c3nnnn3C3CCCCC3)N3CCN(C)CC3)cc2c1 (stereo unspecified)
 : -2.4	3	25	17	1	-5	-9	12	-12
